# Screening data deposited in PubChem by National Center for Advancing Translational Sciences (NCATS).
# Tb PFK block = T. brucei PFK enzyme inhibition; T. brucei PFK, ADP-Glo luminescence; Potency, µM (doses to about 57.5 µM), for inactives: at the highest dose activity, negative = inhibition, usual class: inhibitors; actives 0.17% (n = 330,000); AID 485367;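 also: potency is read from the fitted curve at half-maximal effect; 0% = uninhibited 1x PFK enzyme wells and -100% = no-enzyme wells; nearly all actives have a fitted effect of over 60% in size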
# Target sequence (O15648 whole entry, looked up): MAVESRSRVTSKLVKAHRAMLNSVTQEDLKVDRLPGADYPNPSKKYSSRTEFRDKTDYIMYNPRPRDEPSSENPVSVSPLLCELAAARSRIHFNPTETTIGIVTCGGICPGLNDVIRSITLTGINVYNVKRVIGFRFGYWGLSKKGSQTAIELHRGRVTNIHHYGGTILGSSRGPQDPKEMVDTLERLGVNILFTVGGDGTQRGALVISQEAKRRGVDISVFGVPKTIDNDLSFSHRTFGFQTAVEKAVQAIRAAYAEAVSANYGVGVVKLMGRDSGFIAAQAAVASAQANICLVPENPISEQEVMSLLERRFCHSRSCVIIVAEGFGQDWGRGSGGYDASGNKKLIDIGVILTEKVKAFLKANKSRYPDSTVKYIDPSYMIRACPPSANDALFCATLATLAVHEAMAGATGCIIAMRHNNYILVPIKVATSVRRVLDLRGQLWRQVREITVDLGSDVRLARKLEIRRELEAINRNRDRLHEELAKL
#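 1.25 nM PFK with 0.5 mM F6P and 0.1 mM ATP in 0.1 M TEA pH 8.0, 5 mM MgCl2, incubated 45 min at room temperature; ADP measured by ADP-Glo luminescence; compounds titrated up to 57 uM.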
# TRPV1 ag = human TRPV1 agonism; actives 0.19% (n = 320,000); AID 540275; TRPV1-expressing cells, Fluo-8 calcium influx, agonist mode; activation, % at 8.33 µM; Q8NER1; in the data active = activation above about 80%; inconclusive = between about 30% and that limit; also: 0% is about no effect
#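 Fluo-8 calcium influx in TRPV1-expressing cells, kinetic read (ex 480/em 520 nm). Compound added and read 3 min for agonist activity, followed by capsaicin at EC20 final and 2 min further read for enhancement.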
# p53 reactivation = restores transcriptional activity of mutant p53; H1299 p53-A138V BP100-luciferase reporter, luminescence, 24 h; Potency, µM (highest dose often 92.2 µM), without a hit: at the top dose activity change, positive = activation, usual class: activators; actives 0.063% (n = 320,000); AID 504706; also: potency is read from the fitted curve at half-maximal effect; % of control where 0% means no effect; nearly all actives have a fitted effect of over 45% in size
#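 H1299 (p53-null), stable ts p53-A138V + BP100-Luc; 1000 cells/well, Opti-MEM/10% FBS; cpd 4 pt, 1:5; 24 h, 37 deg C, 5% CO2; detection reagent 10 min RT; luminescence.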
# ELG1 DNA repair = ELG1-dependent DNA repair inhibition | Potency, µM (titrated, usually from 46.1 µM), for inactives: at the highest dose activity change, negative = inhibition, most hits filed as inhibitors | HEK293T ELG1-luciferase reporter, luminescence, 16 h; DNA damage induced by 5-fluorouridine | actives 2.3% (n = 330,000); also: potency is read from the fitted curve at half-maximal effect; % is scaled to controls: 0 for no effect and ±100 for the full control effect; nearly all actives have a fitted effect of over 55% in size
#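 Overnight (16 hr) co-exposure of 2,000 cells/well to 5-fluorouridine and compound at 37 °C preceded detection. Luciferase was quantified via ONE-Glo luminescence; loss of signal denotes inhibition.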
# BRCA1 expr act = activators of BRCA1 expression. MCF7-BRCA1-FFLuc reporter, luminescence, 48 h; response scale: scaled: vehicle 0%, 10 µM genistein 100%. Potency, µM (top dose mostly 46.1 µM), for the others: at the highest dose activation, actives largely listed as activators. actives 1.1% (n = 380,000). AID 624202; also: potency is read from the fitted curve at half-maximal effect; nearly all actives have a fitted effect of over 80% in size; some results filed as inactive show a strong effect at the top dose
#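 Activators of BRCA1 expression were detected as increased firefly luciferase luminescence in engineered MCF7 cells after 48 h compound incubation. Signals were scaled to genistein 10 microM as full activation.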
# FLuc modulator = inhibits or activates purified firefly luciferase, miR-21 counter-screen. purified FLuc, Km substrates, luminescence inhibition. Potency, µM (series often up to 57.5 µM), for inactives: at the top dose activity change, negative = inhibition, usual class: inhibitors. actives 6.9% (n = 360,000). AID 588342;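 also: potency is read from the fitted curve at half-maximal effect; plate controls were vehicle for no effect and reference inhibitor for full effect; nearly all actives have a fitted effect of over 55% in size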
#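 Purified P. pyralis luciferase (10nM final) with 10uM D-luciferin and 10uM ATP (Km levels) in 50mM Tris acetate pH 7.5, 10mM Mg acetate, 0.01% Tween-20, 0.05% BSA; qHTS 6-point titration, ~60 µM downward; luminescence read.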
# NPC1 prom act = NPC1 promoter activation; Huh7 NPC1 promoter luciferase reporter, 24 h; Potency, µM (series often up to 9.22 µM), for the others: at the top dose activation, actives largely listed as activators; actives 2.4% (n = 320,000); AID 485313;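 also: potency is read from the fitted curve at half-maximal effect; % of control where 0% means no effect; nearly all actives have a fitted effect of over 60% in size; reporter is driven by a mutant NPC1 promoter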
#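 Readout is luciferase luminescence, reflecting NPC1 promoter activation in stably transfected Huh7 cells after 24 h compound exposure at 37 °C in reduced-serum medium with 10% FBS.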
# RORgamma inh = ROR gamma (mouse) transcription inhibition | P51450 | Drosophila S2 Gal4-RORgamma UAS-luciferase reporter, 20 h | Potency, µM (titrated, usually from 53.6 µM), for inactives: at the top dose activity change, negative = inhibition, hits mostly inhibitors | actives 5.4% (n = 310,000) | AID 2551; also: potency is read from the fitted curve at half-maximal effect; % is scaled to controls: 0 for no effect and ±100 for the full control effect; nearly all actives have a fitted effect of over 60% in size
# Target sequence (P51450 whole entry, looked up, the tested form may be a part): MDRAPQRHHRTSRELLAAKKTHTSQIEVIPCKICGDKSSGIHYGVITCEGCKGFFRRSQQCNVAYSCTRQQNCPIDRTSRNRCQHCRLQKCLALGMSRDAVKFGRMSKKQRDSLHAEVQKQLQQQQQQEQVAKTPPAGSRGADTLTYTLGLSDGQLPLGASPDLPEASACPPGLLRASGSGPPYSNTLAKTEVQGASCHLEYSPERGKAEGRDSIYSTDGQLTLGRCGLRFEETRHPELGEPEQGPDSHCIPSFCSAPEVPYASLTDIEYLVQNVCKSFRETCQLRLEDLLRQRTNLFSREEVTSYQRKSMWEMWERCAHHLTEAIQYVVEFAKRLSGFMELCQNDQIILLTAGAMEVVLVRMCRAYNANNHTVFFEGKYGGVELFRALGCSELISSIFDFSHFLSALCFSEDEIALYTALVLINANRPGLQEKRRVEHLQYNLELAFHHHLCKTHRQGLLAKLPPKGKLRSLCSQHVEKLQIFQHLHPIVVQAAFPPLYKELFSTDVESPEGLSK
#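 Stably transfected Drosophila Schneider cells are the test system, with ROR gamma fused to Gal4 and luciferase under UAS control; luminescence is read after 20 hr of 700 uM copper sulfate induction at ambient temperature.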
# Rab9 promoter act = activators of Rab9 promoter | Huh7 Rab9 promoter-luciferase reporter, luminescence, 24 h | Potency, µM (doses to about 9.22 µM), for the others: at the top dose activation, negative = inhibition, actives largely listed as activators | actives 2.8% (n = 320,000) | AID 485297; also: potency is read from the fitted curve at half-maximal effect; % of control where 0% means no effect; nearly all actives have a fitted effect of over 60% in size
#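 Luciferase signal after 10 min detection reagent at ambient indicates Rab9 promoter upregulation; stably transfected Huh7 cells were treated 24 h with compound in DMSO at 37 °C, 5% CO2.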
# ELG1 genotoxic = induces genotoxicity in HEK293T cells with luciferase-tagged ELG1; actives 1.3% (n = 330,000); Potency, µM (doses to about 46 µM), inactives show top-dose activity change, positive = activation, most hits filed as activators; HEK293T ELG1-luciferase reporter, luminescence, 16 h; also: potency is read from the fitted curve at half-maximal effect; % of control where 0% means no effect; nearly all actives have a fitted effect of over 60% in size
#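 Luminescence read-out: rising ELG1-luciferase signal, reflecting elevated ELG1 protein under genetic stress, flags genotoxic compounds. Cells were treated for 16 hr at 37 °C before ONE-Glo detection.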
# VP16 counter = counter-screen for ROR gamma inhibitors: Gal4-VP16 reporter. Drosophila S2 Gal4-VP16 UAS-luciferase, luminescence, 20 h. Potency, µM (doses to about 53.6 µM), for inactives: at the top dose activity, negative = inhibition, most hits filed as inhibitors. actives 3.5% (n = 310,000). AID 2546;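 also: Gal4-VP16 expression switched on by copper sulfate through the metallothionein promoter; potency is read from the fitted curve at half-maximal effect; % is scaled to controls: 0 for no effect and ±100 for the full control effect; nearly all actives have a fitted effect of over 50% in size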
# * marks the source's active call; other numbers are inactive results; ? = inconclusive; nt = not tested or not shown; [ ] = another dose, or the depositor's remark. Unless noted, calls follow the shape of the dose curve; as a rule, active = well fitted curve in the direction sought with a large enough effect; inconclusive = small, poorly fitted or top-dose-only effect, or another doubt; inactive = no such curve, though single readings can be large; an effect the other way counts as inactive or inconclusive.
SMILES,Tb PFK block,TRPV1 ag,p53 reactivation,ELG1 DNA repair,BRCA1 expr act,FLuc modulator,NPC1 prom act,RORgamma inh,Rab9 promoter act,ELG1 genotoxic,VP16 counter
CC1CCN(CCCN2C(=O)C3C(C(=O)Nc4cccc(Cl)c4)C4C=CC3(O4)C2C(=O)NC2CCCCC2)CC1 (stereo not given),0%,0,2%,1%,-20%,-1%,2%,-18%,7%,-3%,4%
Cc1cc(C(=O)NCCCN2CCCC2=O)no1,-11%,-1,11%,26%,1%,0%,3%,2%,-5%,-1%,-3%
CC1(C)C2CCC1(C)C(OC(=O)c1ccccc1C(=O)O)C2 (stereo not given),1%,4,0%,5%,-2%,6%,1%,-4%,10%,-2%,-9%
COCCN1C(=O)c2ccccc2C(C(=O)N2CCN(c3ccccn3)CC2)C1c1ccc(F)cc1 (stereo not given),0%,-2,-3%,-24%,-18%,3%,-6%,0%,-2%,-4%,5%
COc1cccc(NC(=O)N(CCCN2CCOCC2)C(C)c2cc3ccccc3o2)c1 (stereo not given),-5%,?,-2%,-15%,1%,2%,-2%,17%,10%,0%,-4%
COC(=O)c1ccccc1C(=O)N1CCCC(C(=O)c2cc(F)ccc2F)C1 (stereo not given),-1%,6,-6%,-1%,11%,-3%,-2%,-2%,3%,-4%,-23%
COc1ccccc1CCNS(=O)(=O)CCNC(=O)c1ccc2c(c1)OCO2,0%,3,-4%,?,-10%,?,-5%,nt,2%,0%,nt
CCN(C(=S)NC(=O)CCc1ccccc1)c1ccccc1,1%,-3,9%,12%,-8%,-6%,1%,?,2%,-1%,-9%
C=CCc1ccccc1OCC(O)CN1C(=O)c2ccccc2C1=O (stereo not given),-3%,25,?,2%,3%,-12%,-3%,34%,3%,-2%,6%
CCn1c(SCC(=O)Nc2ccc3c(c2)OCCO3)nnc1-c1ccccn1,-2%,-1,-1%,1%,5%,?,-4%,0%,-6%,2%,-5%
CCOc1cc(CNc2ccccc2)cc(Br)c1OCc1ccc(F)cc1,-5%,2,8%,7%,-39%,2%,0%,24%,3%,-4%,-1%
COc1cccc2cc(C(=O)Oc3ccccc3)c(=O)oc12,3%,-1,3%,8%,-22%,12µM*,-3%,?,-2%,2%,10µM*
CC(Cc1ccsc1)NC(=O)CCc1nnc(CCc2ccccc2)o1 (stereo not given),-1%,0,-5%,4%,0%,3%,3%,-4%,7%,3%,2%
CCc1noc(C)c1C(=O)NNC(=O)COc1ccc(C)c(C)c1,0%,3,-7%,3%,-16%,-1%,0%,nt,2%,-10%,nt
COc1ccc(C(=O)CN2CC(C)SC2=Nc2ccc(Cl)cc2)cc1 (stereo not given),-6%,7,13%,7%,-1%,-6%,-1%,-17%,1%,0%,-3%
CC(=O)Nc1ccc(NC(=O)COC(=O)/C=C/c2ccc3c(c2)OCO3)cc1,5%,0,-4%,18%,9%,-2%,-3%,nt,1%,1%,nt
CCOc1ccccc1NC(=O)c1nnn(-c2ccc3c(c2)OCCO3)c1N,0%,4,5%,?,21%,17µM*,-4%,?,?,-2%,2%
CCN(Cc1cnn(C)c1)Cc1nc(Cc2ccccc2Cl)no1,-9%,0,5%,?,?,-6%,2%,4%,17%,6%,-13%
Cc1ccc(NC2Sc3ccccc3NC2=O)cc1Cl (stereo not given),2%,6,11%,3%,7%,19µM*,0%,-43%,0%,-1%,?
O=C(Nc1ccc(-c2nnco2)cc1)c1ccccc1,-5%,21,15%,?,82%,?,28%,0%,15%,?,3%
O=C(NC1=NCCS1)c1ccc(Cl)c(S(=O)(=O)N2CCCCCC2)c1,-2%,?,-2%,?,1%,?,2%,?,8%,-4%,?
CCOc1cccc(NC(=O)c2cccc(F)c2)c1,1%,25,10%,15%,38%,?,9%,2%,8%,5%,-8%
O=C(NCc1ccccc1)C1=C[C@@H](c2coc3ccccc3c2=O)C[C@@H](OCc2ccc(CO)cc2)O1,9%,20,-6%,?,-37%,7%,-2%,28%,0%,-10%,-25%
CCOc1ccc(-n2c(O)c(/C=N/Nc3nc(C)cc(C)n3)c3ccccc3c2=O)cc1,-2%,-9,-6%,15µM*,-68%,-4%,-41%[inhibitor],?,-43%[inhibitor],-1%,-6%[10 µM]
CCCC/C(=N\NC(=O)c1ccc(Br)o1)c1ccccc1,-7%,24,-4%,-12%,-47%,-17%,1%,-22%,-2%,-1%,28%
O=c1c2c(-c3ccccc3)csc2ncn1/N=C/c1ccc(O)c([N+](=O)[O-])c1,-2%,-1,0%,-17%,15%,?,-3%,17%,3%,-6%,-5%
O=NNc1nc2ccccc2n1Cc1ccccc1,-7%,-6,nt,?,-65%,0%,-2%,1.8µM*,-4%,9%,2.8µM*
O=C(COC(=O)Cc1ccsc1)Nc1ccc(Cl)c(S(=O)(=O)N2CCOCC2)c1,0%,?,1%,-3%,-2%,7%,-5%,32%,0%,6%,-16%
O=C(Nc1ccc(Br)cn1)c1ccc([N+](=O)[O-])cc1Cl,-2%,?,?,?,66%,13µM*,2µM*,-5%,2.5µM*,-1%,4%[10 µM]
COc1cccc(COC(=O)Cc2ccc(S(=O)(=O)N3CCOCC3)s2)c1OC,-9%,5,-1%,-3%,-12%,2%,-2%,nt,-3%,0%,nt
O=c1cc2oc3cc(O)c(O)cc3c(-c3ccccc3[N+](=O)[O-])c-2cc1O,-9%,4,-3%,21µM*,-78%[inhibitor],?,-31%[inhibitor],-32%,-24%,-4%,?
COC(=O)C1C(=O)OC(C)(C)C1C(C)C(=O)c1ccccc1 (stereo not given),-1%,-2,0%,0%,-9%,3%,-2%,-13%,-1%,1%,-14%
NCCNc1ccc2nnnn2n1,-1%,4,6%,12%,-1%,-1%,-7%,-26%,-2%,2%,-1%
Cc1ccc(NC2=C(Cl)C(=O)OC2NC(=O)c2ccccc2)cc1 (stereo not given),2%,2,0%,-11%,-29%,1%,-3%,?,0%,0%,1%
NC(=O)SCC(=O)Nc1ccccc1C(=O)O,-4%,-2,5%,17%,4%,-12%,-13%,-3%,-8%[1.84 µM],-4%,-2%
CCn1c(COc2ccc(OC)cc2)nnc1SCc1nc2ccccc2c(=O)[nH]1,-2%,-6,0%,2%,nt,-1%,-18%,13%,-1%,1%,-8%
CCOC(=O)[C@H]1[C@H]2COc3ccccc3[C@@H]2N2C(=O)c3ccc(Cl)cc3NC(=O)[C@@]12C,0%,?,-10%,-3%,-10%,-3%,0%,nt,-1%,-1%,nt
C=COCCNC(=S)N1CCOCCOCCN(C(=S)NCCOC=C)CCOCCOCC1,-3%,-4,-4%,-5%,-17%,0%,-2%,13%,0%,-2%,-2%
Cc1ccc2c(c1)cc1c(=O)n(CC(=O)N3CCCC3)nc(C)n12,5%,0,10%,-5%,-24%,2%,-3%,2%,2%,0%,7%
O=C(Cn1cc([N+](=O)[O-])cn1)N1CCCc2ccccc21,-8%,1,11%,11%,-16%,-19%,-11%,2%,-7%,12%,1%
CCc1ccc(N(CC(=O)N2CCOCC2)S(C)(=O)=O)cc1,6%,-2,nt,-17%,-3%,1%,8%,3%,6%,3%,-3%
CN1C(C)(C)CC(NC(=O)c2ccco2)CC1(C)C,-5%,-1,11%,1%,2%,5%,2%,7%,3%,1%,-4%
CCCNC(=O)CSc1nnc(-c2ccccc2Br)n1-c1cccc(C(F)(F)F)c1,-4%,-8,-28%,?,-30%,-22%,0%,?,-2%,-3%,-11%
CCC1(c2ccc(F)cc2)NC(=O)N(CC(=O)N2c3ccccc3CC2C)C1=O (stereo not given),8%,-2,0%,?,-28%,14%,-6%,nt,2%,-3%,nt
Cc1cccc(C)c1NC(=O)NC1(C(=O)NCc2ccncc2)CCCCC1,1%,0,7%,-1%,-12%,-1%,-3%,-24%,3%,0%,-3%
O=C(CSc1nc2cc(Cl)ccc2c(=O)n1Cc1ccco1)Nc1ccc(S(=O)(=O)N2CCOCC2)cc1,-1%,-1,-6%,?,-22%,6%,-3%,6%,-2%,-4%,-3%
CC(NC(=O)c1ccccc1Cl)C(=O)NCc1cccs1 (stereo not given),20%,3,3%,4%,0%,-8%,19%,nt,11%,-4%,nt

# In the list so far, two contain a COOH group.
SMILES,Tb PFK block,TRPV1 ag,p53 reactivation,ELG1 DNA repair,BRCA1 expr act,FLuc modulator,NPC1 prom act,RORgamma inh,Rab9 promoter act,ELG1 genotoxic,VP16 counter
CC1(C)C2CCC1(C)C(OC(=O)c1ccccc1C(=O)O)C2 (stereo not given),1%,4,0%,5%,-2%,6%,1%,-4%,10%,-2%,-9%
NC(=O)SCC(=O)Nc1ccccc1C(=O)O,-4%,-2,5%,17%,4%,-12%,-13%,-3%,-8%[1.84 µM],-4%,-2%
